phage Ecoli inh – growth loss of phage-infected E. coli, primary screen, RecBCD inhibitor project, absorbance, with phage, HTS. inhibition, % at 11.9 µM. actives 0.26% (n = 360,000); in the data active means inhibition above about 11%
PKA-R2B act – activators of PKA-R2B holoenzyme, primary screen, biochemical, fluorescence polarization, Cy5-IP20, human. PKA-R2B holoenzyme dissociation; R2B truncated from residue 108, S112A mutant; 0% DMSO only, 100% 113 µM cGMP. activation, % at 11.4 µM. actives 0.079% (n = 340,000). AID 504700, 2011;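 active means activation above a cutoff set at the mean over all compounds plus 3 SD, cut at about 18% in these data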;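 further: higher means more holoenzyme dissociation and a rise in polarization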
Target sequence (P31323 whole entry, looked up, other chains not shown, the tested form may be a part): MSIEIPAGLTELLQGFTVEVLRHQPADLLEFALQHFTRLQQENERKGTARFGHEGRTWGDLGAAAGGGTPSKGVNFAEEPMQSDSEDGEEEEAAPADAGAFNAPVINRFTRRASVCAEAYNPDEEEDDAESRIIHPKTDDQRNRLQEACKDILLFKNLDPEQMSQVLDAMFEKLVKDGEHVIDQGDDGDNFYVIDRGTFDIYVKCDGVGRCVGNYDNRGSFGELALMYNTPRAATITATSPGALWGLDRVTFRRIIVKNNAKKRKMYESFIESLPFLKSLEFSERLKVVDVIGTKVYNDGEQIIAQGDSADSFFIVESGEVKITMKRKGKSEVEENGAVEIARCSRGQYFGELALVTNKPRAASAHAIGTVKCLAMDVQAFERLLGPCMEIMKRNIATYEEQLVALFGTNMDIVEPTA
Tat export inh – E. coli Tat export inhibitors, primary screen, MC4100, TorA-mCherry reporter, fluorescence, single point; inhibition, % at 10 µM; actives 0.036% (n = 340,000);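 active means mean replicate inhibition at least 50% and at least half of replicates individually reaching 50%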;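 further: exported cargo escapes ClpAP degradation while cytoplasmic cargo is degraded and loses fluorescence; 0% = median of neutral control wells and 100% = median of NaSCN control wells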
PKA-R1A act – activators of PKA-R1A holoenzyme, primary screen, biochemical, fluorescence polarization, Cy5-IP20, bovine R1A, mouse PKAc; cAMP-dependent protein kinase type I-alpha regulatory subunit (Bos taurus) + …; PKA-R1A dissociation; scaled: DMSO 0%, 113 µM cGMP 100%; activation, % at 11.4 µM; actives 0.083% (n = 340,000);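 active means percent activation above the mean of all tested compounds plus 3 SD, cut at about 19% in these data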;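 further: higher means more PKAc released from R1A so a rise in polarization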
SUMO Mot1 rescue – yeast Mot1-301 growth rescue at high temperature, primary screen, SUMOylation pathway inhibitor project, S. cerevisiae, ATP luminescence, 38.5C | S. cerevisiae Mot1-301 growth rescue; percent above DMSO median, 100 means doubled | actives 1% (n = 320,000) | AID 2716, 2010 | growth rescue, % at 18.8 µM;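 active means every valid replicate shows activation above 250% relative to neutral control wells; inactive means the rest, any valid replicate at or below 250%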;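 further: OY570 slx delta 5 strain wells were the positive control but not used for scaling; some compounds called inactive have numbers as strong as hits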
HTR5A inv ctr – HTR5A inverse agonists in luminescence cell assay, primary screen, counter-screen for OPRM1-OPRD1 heterodimer inverse agonist project, full-deck HTS; AID 504634, 2011; HTR5A cell line, inverse agonism; actives 0.083% (n = 340,000); 5-hydroxytryptamine receptor 5A (Homo sapiens), P47898; inhibition, % at 9.3 µM; in the data active means inhibition mostly above about 23%, no sharp cut-off; inactive means mostly below about 18%;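 further: 0% = cells with DMSO and 100% = no-cell wells with DMSO; some compounds called inactive have numbers as strong as hits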
Target sequence (P47898 whole entry, looked up): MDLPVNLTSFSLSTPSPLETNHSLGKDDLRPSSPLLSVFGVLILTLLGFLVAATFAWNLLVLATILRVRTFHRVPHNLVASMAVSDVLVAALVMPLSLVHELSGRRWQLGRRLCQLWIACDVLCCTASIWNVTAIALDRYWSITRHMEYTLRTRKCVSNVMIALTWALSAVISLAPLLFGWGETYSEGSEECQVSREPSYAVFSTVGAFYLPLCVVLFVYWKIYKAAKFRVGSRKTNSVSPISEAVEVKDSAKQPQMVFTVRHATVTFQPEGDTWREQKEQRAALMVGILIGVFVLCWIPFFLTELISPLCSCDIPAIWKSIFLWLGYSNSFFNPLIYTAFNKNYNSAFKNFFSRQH
AddAB inh – growth inhibition of E. coli expressing H. pylori AddAB, primary screen, AddAB inhibitor project, absorbance | inhibition, % at 11.9 µM | actives 0.29% (n = 330,000) | AID 435030, 2010; in the data active means inhibition above about 12%;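 further: 0% = vehicle wells of infected cells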
DAGLB inhibitor – DAGLB lipase inhibitors, primary screen, biochemical, fluorescence, HTS | actives 0.059% (n = 340,000) | HEK293T DAGLB membrane lysate, EnzChek fluorogenic substrate | inhibition, % at 5.17 µM | AID 504411, 2011; in the data active means inhibition above about 34%;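 further: 0% = enzyme with vehicle and 100% = wells lacking enzyme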
E coli growth – E. coli V3065 growth inhibition, primary screen, counter-screen for AddAB inhibitor project, absorbance, OD600; 18 h; inhibition, % at 11.9 µM; actives 0.27% (n = 330,000); AID 449728, 2010;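 active means inhibition above the campaign's mean inhibition across all tested compounds plus 3 SD, cut at about 9.9% in these data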;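 further: uninfected addAB+ strain grown without phage in ampicillin broth; 0% = DMSO wells and 100% = ciprofloxacin 0.95 µg/ml wells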
HTR5A ag ctr – HTR5A agonists in luminescence cell assay, primary screen, counter-screen for OPRM1-OPRD1 heterodimer agonist project, full-deck HTS | activation, % at 9.3 µM | AID 504692, 2011 | cell-based | actives 0.61% (n = 340,000); in the data active means activation mostly above about 9.5%, no sharp cut-off; inactive means mostly below about 7.6%;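 further: 0% = cells with vehicle only and 100% = reference agonist; strong numbers were not always called active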
CDK5 p35 inh – inhibitors of human CDK5/p35 kinase, primary screen, biochemical, single concentration; Cyclin-dependent kinase 5 (Homo sapiens) + Cyclin-dependent kinase 5 activator 1 (Homo …; Recombinant CDK5/p35, ADP-Glo luminescence, 60 min; inhibition, % at 10 µM; actives 0.01% (n = 330,000); AID 488839, 2010;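 active means highest replicate inhibition of at least 50% and at least 75% of replicates reaching 50%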;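 further: plate controls were DMSO neutral control for no effect and GW8510 at 10 µM for full effect; many of its hits are not listed in these tables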
Starred values were filed as active, the others as inactive; . = not tested or not shown.

The opening 5 entries as a preview:
SMILES | phage Ecoli inh | PKA-R2B act | Tat export inh | PKA-R1A act | SUMO Mot1 rescue | HTR5A inv ctr | AddAB inh | DAGLB inhibitor | E coli growth | HTR5A ag ctr | CDK5 p35 inh
Cc1ccc(C)c(N2CCN(C(=O)c3ccccc3Br)CC2)c1 | 1.2 | -10 | 4 | 1 | -5 | -8 | 2.4 | -5 | -0.1 | -1 | 1.3
COc1cc(NC(=O)c2cc3nc(-c4ccccc4)cc(-c4ccccc4)n3n2)cc(OC)c1OC | 2.4 | -14 | 3 | 7 | -1 | -1 | 1.4 | -5 | -1.2 | 0 | -0.9
COc1cccc(CNC(=O)C2CC(=O)N(C3CCCCC3)C2)c1 (stereo unspecified) | 1.4 | 4 | 10 | -6 | 4 | 11 | 0.6 | -3 | 0.9 | -4 | -10
COc1ccc(C2=NOC(C(=O)N3CCCc4ccccc43)C2)cc1 (stereo unspecified) | 4.1 | 0 | 1 | -11 | -21 | 7 | -0.4 | -2 | -1.8 | -2 | -1.2
Cc1ccc(C(=O)NCC(=O)Nc2cccc(S(=O)(=O)NC3=NCCCCC3)c2)cc1C | 1.5 | -2 | 2 | -1 | 8 | -7 | 1.5 | -2 | -1.4 | -1 | -1.2

The whole of this part, from the start:
SMILES | phage Ecoli inh | PKA-R2B act | Tat export inh | PKA-R1A act | SUMO Mot1 rescue | HTR5A inv ctr | AddAB inh | DAGLB inhibitor | E coli growth | HTR5A ag ctr | CDK5 p35 inh
Cc1ccc(C)c(N2CCN(C(=O)c3ccccc3Br)CC2)c1 | 1.2 | -10 | 4 | 1 | -5 | -8 | 2.4 | -5 | -0.1 | -1 | 1.3
COc1cc(NC(=O)c2cc3nc(-c4ccccc4)cc(-c4ccccc4)n3n2)cc(OC)c1OC | 2.4 | -14 | 3 | 7 | -1 | -1 | 1.4 | -5 | -1.2 | 0 | -0.9
COc1cccc(CNC(=O)C2CC(=O)N(C3CCCCC3)C2)c1 (stereo unspecified) | 1.4 | 4 | 10 | -6 | 4 | 11 | 0.6 | -3 | 0.9 | -4 | -10
COc1ccc(C2=NOC(C(=O)N3CCCc4ccccc43)C2)cc1 (stereo unspecified) | 4.1 | 0 | 1 | -11 | -21 | 7 | -0.4 | -2 | -1.8 | -2 | -1.2
Cc1ccc(C(=O)NCC(=O)Nc2cccc(S(=O)(=O)NC3=NCCCCC3)c2)cc1C | 1.5 | -2 | 2 | -1 | 8 | -7 | 1.5 | -2 | -1.4 | -1 | -1.2
COc1cccc(-n2cc(C(=O)NC(C)C)c3ccccc3c2=O)c1 | 0.2 | -3 | 9 | -1 | 114 | -6 | 1.0 | 2 | 0.2 | 2 | 1.2
CC(=O)Nc1ccc(S(=O)(=O)NCCC(=O)NCC2COc3ccccc3O2)cc1 (stereo unspecified) | 3.5 | 2 | -4 | 6 | 12 | -24 | 0.1 | 0 | 0.8 | 10 | 0.3
COc1cccc(C=Nc2ccc3c(c2)OCCO3)c1O | . | 2 | -4 | 7 | 985 | -26 | -1.0 | 0 | -1.7 | 4 | -0.9
CCCCN(CC)CCCNC(=O)CN1C(=O)CSc2ccc(S(=O)(=O)N3CCOCC3)cc21 | 2.9 | -3 | -4 | -5 | 6 | -20 | 3.4 | 0 | 2.1 | 0 | 0.0
COc1ccc(NC(=S)N2CCN(CCN3C(=O)c4cccc5cccc(c45)C3=O)CC2)cc1 | 2.6 | 6 | -9 | -6 | 222 | 7 | -1.8 | 0 | -4.4 | -3 | 0.6
COc1cc2c(cc1OC)C(c1cccc([N+](=O)[O-])c1)N(C(=O)CCC(=O)O)CC2 (stereo unspecified) | 1.6 | -3 | 0 | -2 | -10 | -12 | 0.0 | 1 | 0.8 | 3 | 0.3
O=C(NCc1ccccc1)C(=O)Nc1nc(C23CC4CC(CC(C4)C2)C3)cs1 | 5.9 | -6 | 5 | -4 | 5 | -2 | -3.2 | 1 | -2.1 | 10 | 7.4
COC(=O)C1SCC2C(=O)N(Cc3cccc(C)c3)CC(=O)N21 (stereo unspecified) | 0.9 | 8 | -5 | 7 | 0 | -11 | -0.1 | -1 | -1.3 | 4 | -1.3
CC/C(=N/NS(=O)(=O)c1ccc(Cl)cc1)c1ccc(O)cc1 | 2.8 | -4 | -4 | 3 | 3 | -29 | 3.7 | 1 | 0.6 | 9 | 0.4
CCC(C)[C@H](NC(=O)NCc1cccnc1)C(=O)OC (stereo partly specified) | 2.5 | 0 | -7 | 3 | 7 | 2 | 1.0 | 0 | -0.2 | 0 | 1.0
O=C1CC(c2cc([N+](=O)[O-])ccc2Cl)c2c(ccc3ccccc23)N1 (stereo unspecified) | 0.6 | -13 | -5 | 2 | . | -4 | -0.3 | 2 | 1.2 | -1 | 0.7
O=C(Nc1ccc(F)cc1F)Nc1sccc1-c1nc2ccccc2s1 | 1.3 | -5 | -1 | 1 | -1 | -11 | 1.0 | -4 | 1.0 | 4 | 2.1
O=C1NC(=O)C(CC(=O)N(Cc2ccco2)C2(C(=O)NC3CCCC3)CCCCC2)N1 (stereo unspecified) | 2.0 | 5 | 0 | -10 | 22 | -11 | 0.0 | -1 | 0.4 | 3 | -0.7
O=[N+]([O-])c1c(NCCCO)cc(N2CCN(Cc3ccc4c(c3)OCO4)CC2)c2nonc12 | 2.8 | -5 | -4 | -7 | 0 | 14 | 1.0 | 0 | -1.5 | -4 | -0.4
CCOC(=O)CNc1ccc(C(=O)OCC)cc1[N+](=O)[O-] | 3.1 | -4 | -15 | -15 | 10 | -22 | 1.1 | -4 | 1.6 | 4 | .
O=C(CSc1nc(-c2ccccc2)nc2ccc(F)cc12)Nc1ccc(C(=O)O)cc1 | 2.6 | -7 | -8 | 9 | 14 | 10 | 0.1 | 1 | -1.2 | 2 | 1.2
Cc1c(C(C)CCCO)oc(=O)c2c1Oc1c(C)c(C(C)C[C@H](C)O)oc(=O)c1C2 (stereo partly specified) | 0.9 | 2 | 10 | -7 | -3 | 12 | 0.8 | 1 | -0.7 | -5 | 1.3
CNc1c(NS(=O)(=O)c2ccc(CC(C)C)cc2)c(=O)oc2ccccc12 | 0.1 | 3 | 9 | 2 | 60 | -3 | 4.1 | -1 | 1.8 | 1 | -0.6
COc1cc2c(C(=O)NCCCOC(C)C)cn(CC(C)C)c(=O)c2cc1OC | 1.1 | -11 | 1 | -3 | 5 | -11 | -1.5 | -2 | -3.5 | 3 | -0.5
O=C(/C=C/c1ccccc1)C1=C(O)C(=O)N(CCO)C1c1ccccc1[N+](=O)[O-] (stereo unspecified) | 5.2 | -5 | -10 | -2 | -21 | 20 | 4.8 | 2 | -0.9 | -4 | -0.2

(cont.)
SMILES | phage Ecoli inh | PKA-R2B act | Tat export inh | PKA-R1A act | SUMO Mot1 rescue | HTR5A inv ctr | AddAB inh | DAGLB inhibitor | E coli growth | HTR5A ag ctr | CDK5 p35 inh
CCCCCCC1CC(CC(=O)Nc2ccc([N+](=O)[O-])cc2)C(=O)O1 (stereo unspecified) | 4.8 | -16 | -7 | -10 | 4 | 8 | 1.6 | -3 | 0.5 | 2 | 0.2
CCc1nonc1NC(=O)c1oc2ccc(C)cc2c1C | 0.0 | -2 | -5 | 0 | 9 | -12 | 1.1 | -5 | -1.2 | -7 | 0.6
COCCOC(=O)CC1=NC(=O)CS1 | 0.5 | -4 | 3 | -5 | -32 | 7 | 3.9 | -2 | 0.0 | -1 | -0.4
O=C(CC1(O)C(=O)Nc2ccccc21)c1cccc(Br)c1 (stereo unspecified) | 3.2 | -15 | -8 | -11 | -11 | 13 | 3.4 | -2 | -1.2 | -4 | -0.4
CN(Cc1ccccc1)CC1C2CCC(C2)C1O (stereo unspecified) | 1.9 | -1 | 1 | 2 | . | 4 | . | 0 | . | -1 | 0.1
O=C(Nc1ccccc1)Nc1cccc(-c2cn3cccnc3n2)c1 | 2.6 | -7 | -10 | 0 | 9 | 0 | 1.3 | 0 | 1.9 | 0 | 0.1
CCN(C(=O)c1cc2c(=O)n3cccc(C)c3nc2s1)C1CCCCC1 | 1.7 | -8 | 0 | 1 | 4 | 7 | 0.1 | 0 | 1.3 | 1 | -2.2
NC(=O)CCC(C(=O)O)N1C(=O)c2ccc(O)cc2C1=O (stereo unspecified) | 1.8 | -20 | 3 | -8 | 268 | 11 | 2.0 | -3 | -1.0 | -3 | 5.4
Cc1ccc(S(=O)(=O)N(C)c2ccccc2C(=O)N2CCCC2)cc1 | 2.1 | 3 | -5 | -1 | -1 | -9 | 1.3 | 1 | 0.9 | 4 | -2.4
CCOc1ccc(S(=O)(=O)n2nc(C)c(S(=O)(=O)N3CCOCC3)c2C)cc1 | 1.1 | 6 | -13 | -2 | 61 | 6 | 4.4 | 0 | -0.1 | -2 | 1.5
Cc1ccc(-c2c(C#N)c(N)nc3c2CCCCC3)o1 | -0.4 | 3 | 12 | 0 | 2 | -27 | 1.2 | -5 | -1.4 | -1 | 0.7
O=C(CNC(=O)C1CC1)Nc1ccc(F)c(F)c1F | 0.2 | -4 | -4 | 3 | -6 | 14 | 0.1 | 4 | -1.4 | -4 | -0.2
COC(=O)c1ccc(OCC2NCCc3cc(OC)c(OC)cc32)cc1 (stereo unspecified) | . | -5 | -5 | -5 | 50 | -11 | 5.4 | -2 | 0.3 | 3 | .
Cc1ccccc1N=C1N=C(N)c2ccccc21 | 1.0 | -4 | 1 | 0 | -8 | -8 | -1.5 | -2 | -3.0 | 5 | 0.9
Cc1cc(C)cc(NC(=O)CSc2nc(CSc3ccc(Cl)cc3)cc(=O)[nH]2)c1 | 1.9 | -3 | -7 | -8 | -3 | -9 | -0.2 | 4 | 2.5 | 3 | 3.0
CCSc1nccc(-c2nn(-c3ccc(C)cc3)ccc2=O)n1 | 1.3 | 4 | -1 | 4 | -3 | -7 | 0.2 | -2 | -0.5 | -1 | 0.0
O=C(c1ccncc1)c1ccc(N2CCN(C3CC(=O)N(Cc4cccs4)C3=O)CC2)cc1 (stereo unspecified) | 1.4 | -5 | 3 | -8 | -41 | -21 | 4.2 | 2 | -0.4 | 3 | -0.4
CCCn1nnc(NC(=O)C(c2ccccc2)c2ccccc2)n1 | 2.3 | -18 | 4 | -13 | -3 | -35 | 0.8 | 1 | -0.2 | 0 | -0.5
O=S(=O)(NCCC1CC1(Cl)Cl)c1ccccc1 (stereo unspecified) | 2.2 | 3 | -1 | -9 | -3 | -2 | 1.4 | -1 | 0.1 | 0 | -0.8

Bioassay records as filed in PubChem BioAssay.
